IDH1 R132H inh = human IDH1 R132H inhibition; Potency, µM (doses to about 76.6 µM), inactives show top-dose activity change, negative = inhibition, most hits filed as inhibitors; IDH1-R132H enzyme, NADPH consumption, diaphorase/resazurin fluorescence; O75874; 0.093% of 390,000 active; note: % is set by controls: 0 for no effect and ±100 for the full control effect; nearly all actives have a fitted effect of over 65% in size
Target sequence (O75874 whole entry R132H, stated change not applied): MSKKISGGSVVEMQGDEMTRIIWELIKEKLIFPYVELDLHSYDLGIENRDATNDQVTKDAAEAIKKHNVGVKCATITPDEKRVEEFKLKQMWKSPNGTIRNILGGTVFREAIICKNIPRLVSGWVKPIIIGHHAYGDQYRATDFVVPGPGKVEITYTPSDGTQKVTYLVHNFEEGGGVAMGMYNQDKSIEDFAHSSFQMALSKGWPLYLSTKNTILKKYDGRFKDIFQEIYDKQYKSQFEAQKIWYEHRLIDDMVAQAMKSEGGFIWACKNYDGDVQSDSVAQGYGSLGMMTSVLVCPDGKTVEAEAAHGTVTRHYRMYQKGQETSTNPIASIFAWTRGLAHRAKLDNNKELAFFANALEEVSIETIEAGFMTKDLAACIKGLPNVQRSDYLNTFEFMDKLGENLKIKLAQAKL
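IDH1-R132H (0.5 ug/mL dispensed) in pH 7.5 Tris buffer was preincubated 30 min with compound, then given a substrate mix of 0.016 mM NADPH and 2 mM alpha-KG for 80 min at room temperature; remaining NADPH was read by diaphorase/resazurin fluorescence.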
USP1-UAF1 inh = USP1/UAF1 (human) deubiquitinase inhibition | O94782 | Potency, µM (doses to about 57.1 µM), without a hit: at the highest dose activity change, negative = inhibition, most hits filed as inhibitors | recombinant USP1/UAF1, Ub-Rhodamine cleavage fluorescence | 0.23% of 390,000 active | AID 743255; note: % is set by controls: 0 for no effect and ±100 for the full control effect; nearly all actives have a fitted effect of over 60% in size; inactives centre near -12
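USP1/UAF1 complex at 1 nM was preincubated with compound for 15 min at room temperature, then Ub-Rho substrate (150nM final) was added. Fluorescence (480/540 nm) was read kinetically, 6 reads every 60 seconds.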
RXFP1 ag = agonists of human relaxin receptor RXFP1. HEK293T-RXFP1 cAMP TR-FRET, 30 min; response scale: percent of porcine relaxin response, buffer zero. 0.3% of 370,000 active. Potency, µM (series often up to 57.5 µM), inactives show at the top dose activation, actives largely listed as activators; note: % is set by controls: 0 for no effect and ±100 for the full control effect; nearly all actives have a fitted effect of over 60% in size; many of its hits are not listed in these tables
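HEK293 cells stably expressing RXFP1, treated 30 min at 37C with compounds plus PDE4 inhibitor Ro 20174; cAMP measured by HTRF TR-FRET. Normalized to buffer and 29 nM porcine relaxin; EC50 by Hill fit.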
Vif-A3F inh = inhibitors of Vif-A3F interaction | Potency, µM (series often up to 46.1 µM), inactives show at the top dose activity, negative = active | HeLa A3F-eYFP + Vif (tagged APOBEC3F with the HIV-1 protein that degrades it), YFP fluorescence increase | 0.2% of 390,000 active; note: % of control where 0% means no effect; nearly all actives have a fitted effect of over 65% in size
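HeLa cells stably expressing Vif plus C-terminally eYFP-tagged A3F were seeded, incubated overnight at 37 deg C, dosed with compound, incubated overnight again at 37 deg C. Yellow fluorescence (Ex 488/Em 500-530) reported blocked Vif-mediated A3F-eYFP degradation.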
RGS4 inh = human RGS4 inhibition | P49798 | Transcreener GDP fluorescence polarization, RGS4-accelerated GTP hydrolysis | Potency, µM (highest dose often 114 µM), without a hit: at the top dose activity change, negative = inhibition, most hits filed as inhibitors | 0.039% of 390,000 active; note: % is set by controls: 0 for no effect and ±100 for the full control effect; nearly all actives have a fitted effect of over 75% in size; some results filed as inactive show a strong effect at the top dose
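MLSMR compounds (23 nl, pin-transferred) preincubated 10 min at room temperature with a 500nM (2x) first reagent, then RGS4 at 900nM (2x) plus Transcreener GDP mix added; fluorescence polarization (620/688 nm) read before and after 90 min at 30 °C.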
rTrxR1 inhibitor = rat TrxR1 inhibition | 1% of 390,000 active | AID 588453 | recombinant rTrxR1, NADPH fluorescence consumption, selenite substrate | Potency, µM (top dose mostly 114 µM), inactives show at the highest dose activity change, negative = inhibition, most hits filed as inhibitors; note: % is set by controls: 0 for no effect and ±100 for the full control effect; nearly all actives have a fitted effect of over 65% in size
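Rat TrxR1 (90 nM in the dispensed reagent) was pre-reduced with 400 uM NADPH for 5 min at room temperature, then incubated with compound for 15 min. After 400 uM selenite was added, NADPH fluorescence (Ex 340/Em 450 nm) was followed for 8 min.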
ALOX12 inh = ALOX12 (human) lipoxygenase inhibition | P18054 | purified 12hLO, xylenol orange hydroperoxide absorbance | Potency, µM (top dose mostly 108 µM), inactives show top-dose activity change, negative = inhibition, hits mostly inhibitors | 1.1% of 580,000 active; note: % is set by controls: 0 for no effect and ±100 for the full control effect
Target sequence (P18054 whole entry, looked up): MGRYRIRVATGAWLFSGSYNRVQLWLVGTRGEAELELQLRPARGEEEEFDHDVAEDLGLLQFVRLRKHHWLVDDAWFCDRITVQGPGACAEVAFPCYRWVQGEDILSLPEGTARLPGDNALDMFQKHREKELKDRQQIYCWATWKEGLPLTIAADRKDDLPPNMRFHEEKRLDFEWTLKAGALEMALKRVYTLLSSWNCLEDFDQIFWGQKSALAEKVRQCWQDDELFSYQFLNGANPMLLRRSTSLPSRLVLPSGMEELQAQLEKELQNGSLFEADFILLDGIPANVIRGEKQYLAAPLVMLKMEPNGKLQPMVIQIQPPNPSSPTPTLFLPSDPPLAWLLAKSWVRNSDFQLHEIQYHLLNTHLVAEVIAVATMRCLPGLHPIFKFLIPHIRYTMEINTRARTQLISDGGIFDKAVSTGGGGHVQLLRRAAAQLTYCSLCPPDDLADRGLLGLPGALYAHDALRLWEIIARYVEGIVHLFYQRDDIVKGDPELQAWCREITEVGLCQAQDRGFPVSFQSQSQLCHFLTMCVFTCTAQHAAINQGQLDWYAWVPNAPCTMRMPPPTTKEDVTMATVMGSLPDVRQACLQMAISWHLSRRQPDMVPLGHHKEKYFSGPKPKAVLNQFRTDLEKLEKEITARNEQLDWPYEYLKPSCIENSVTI
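Hydroperoxide product was detected by ferrous iron/xylenol orange as the 573 to 405 nm absorbance ratio. Arachidonic acid at 40 uM (final) was turned over for 30 min at room temperature by 150 nM human 12hLO, pH 7.0 Hepes buffer, after 15 min compound preincubation.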
TrxR1 substrate = rat thioredoxin reductase 1 substrate activity. O89049. purified TrxR1 substrate turnover, NADPH consumption readout. Potency, µM (highest dose often 114 µM), inactives show at the highest dose activity change, negative = substrate turnover. 0.01% of 390,000 active. AID 588456; note: % is set by controls: 0 for no effect and ±100 for the full control effect; nearly all actives have a fitted effect of over 50% in size
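Rat TrxR1, dispensed at 90 nM, was prereduced with 400 uM NADPH (final) for 5 min at ~22 deg C, then incubated with compound 15 min before 400 uM selenite. A first-read NADPH fluorescence drop versus no-compound background flagged substrates.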
Vif-APOBEC3G blk = blocks the Vif interaction with human APOBEC3G; Q9HC16; HeLa A3G-eYFP + Vif (tagged APOBEC3G with the HIV-1 protein that degrades it), YFP fluorescence, overnight; Potency, µM (highest dose often 46.1 µM), without a hit: top-dose activity, negative = active, most hits filed as inhibitors; 0.076% of 410,000 active; AID 602310;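 note: % is set by controls: 0 for no effect and ±100 for the full control effect; nearly all actives have a fitted effect of over 60% in size; hits raise eYFP signal because A3G escapes Vif-driven loss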
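Read-out is eYFP fluorescence (Ex 488/Em 500-530) from Vif-expressing HeLa A3G-eYFP cells; more signal means A3G escaped Vif-mediated degradation. Cells plated overnight, compound pinned in, incubated overnight at 37 deg C.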
The depositor's hits bear a star; & = joins results of further samples; [ ] = another dose, or the depositor's remark. Calls come from the whole dose curve; as a rule, active = well fitted curve in the direction sought with a large enough effect; inconclusive = small, poorly fitted or top-dose-only effect, or another doubt; inactive = no such curve, though single readings can be large; an effect the other way counts as inactive or inconclusive. Potency is the fitted concentration of half-maximal effect.

Results for COc1cccc(C2C=C(c3cccs3)Nc3ncnn32)c1OC (stereo not given) ?
IDH1 R132H inh: 1%; USP1-UAF1 inh: -6%; RXFP1 ag: -0.7%; Vif-A3F inh: 0%; RGS4 inh: -23%; rTrxR1 inhibitor: inconclusive; TrxR1 substrate: -4%; Vif-APOBEC3G blk: -6%

How did C/C(=N\NC(=O)c1ccoc1C)c1ccccc1O do in these assays?
IDH1 R132H inh: -4%; USP1-UAF1 inh: -5%; RXFP1 ag: 0.4%; Vif-A3F inh: -11%; RGS4 inh: 1%; rTrxR1 inhibitor: -3%[57.1 µM]; ALOX12 inh: -30%; TrxR1 substrate: -2%[57.1 µM]; Vif-APOBEC3G blk: -5%

How did O=C(Cn1c(=O)cnc2ccccc21)N1CCN(S(=O)(=O)c2cccc([N+](=O)[O-])c2)CC1 do in these assays?
IDH1 R132H inh: -2%; USP1-UAF1 inh: 1%; RXFP1 ag: 0.4%; Vif-A3F inh: 8%; RGS4 inh: -12%; rTrxR1 inhibitor: -13%; ALOX12 inh: 5%; TrxR1 substrate: -9%; Vif-APOBEC3G blk: 3%

What do the screens show for `COc1ccc(-c2cc(C(=O)NCCN3CCOCC3)c3ccccc3n2)c(OC)c1`?
IDH1 R132H inh: -1%; USP1-UAF1 inh: -11%; RXFP1 ag: 3.9%; Vif-A3F inh: 5%; RGS4 inh: -28%; rTrxR1 inhibitor: 24%; ALOX12 inh: inconclusive; TrxR1 substrate: -2%; Vif-APOBEC3G blk: 1%

Results for O=C(CSc1nc2ccccc2c(=O)n1-c1ccc(F)cc1)Nc1cc(S(=O)(=O)N2CCOCC2)ccc1Cl ?
IDH1 R132H inh: 0%; USP1-UAF1 inh: -2%; RXFP1 ag: 2.6%; Vif-A3F inh: 6%; RGS4 inh: -13%; rTrxR1 inhibitor: -10%; ALOX12 inh: 7%; TrxR1 substrate: -6%; Vif-APOBEC3G blk: -1%

Results for COc1ccc(C(=O)N(CCc2ccccc2)Cc2ccccc2)cc1S(=O)(=O)N1CCOCC1 ?
IDH1 R132H inh: 1%; USP1-UAF1 inh: -17%; RXFP1 ag: 1.5%; Vif-A3F inh: 3%; RGS4 inh: -14%; rTrxR1 inhibitor: -6%; ALOX12 inh: 10%; TrxR1 substrate: -8%; Vif-APOBEC3G blk: -2%

Results for CCOc1ccc(CNC(=O)CCCc2cn(C)c3ccccc23)cc1OC ?
IDH1 R132H inh: 7%&9%; USP1-UAF1 inh: inconclusive; RXFP1 ag: 0.5%&1.6%; Vif-A3F inh: 1%&5%; RGS4 inh: 10%&-24%; rTrxR1 inhibitor: 8%[57.1 µM]; ALOX12 inh: -15%; TrxR1 substrate: 2%[57.1 µM]; Vif-APOBEC3G blk: 0%&0%

What do the screens show for `c1ccc(CNc2ncnc3nc[nH]c23)cc1`?
IDH1 R132H inh: -16%; USP1-UAF1 inh: 10%; RXFP1 ag: 3.6%; Vif-A3F inh: 4%; RGS4 inh: 4%&12%&-10%; rTrxR1 inhibitor: 11%&19%&-7%; ALOX12 inh: 3%; TrxR1 substrate: 4%&7%&-11%; Vif-APOBEC3G blk: -2%&-1%&-4%

How did Cc1oc2ncn(C)c(=O)c2c1C(=O)N1CCN(c2ccccc2F)CC1 do in these assays?
IDH1 R132H inh: -1%; USP1-UAF1 inh: -18%; RXFP1 ag: 1.0%; Vif-A3F inh: -5%; RGS4 inh: 20%; rTrxR1 inhibitor: -2%; ALOX12 inh: -9%; TrxR1 substrate: -8%; Vif-APOBEC3G blk: 3%

How did CCc1ccc(N2CC(C(=O)OCC(=O)NC3CCS(=O)(=O)C3)CC2=O)cc1 (stereo not given) do in these assays?
IDH1 R132H inh: 3%; USP1-UAF1 inh: -4%; RXFP1 ag: 0.0%; Vif-A3F inh: -2%; RGS4 inh: -20%[56.9 µM]; rTrxR1 inhibitor: -7%; ALOX12 inh: inconclusive; TrxR1 substrate: -8%; Vif-APOBEC3G blk: 1%

What do the screens show for `COc1ccc2cc(C(=O)C3CCCN(C(=O)c4cncs4)C3)ccc2c1` (stereo not given)?
IDH1 R132H inh: 4%; USP1-UAF1 inh: -6%; RXFP1 ag: 22%; Vif-A3F inh: -14%; RGS4 inh: -10%; rTrxR1 inhibitor: -22%; ALOX12 inh: 77%[activator]; TrxR1 substrate: 223%[activator]; Vif-APOBEC3G blk: 1%

How did Cc1cc(=O)n(Cc2ccccc2)c2c1c(C)nn2-c1ccccc1 do in these assays?
IDH1 R132H inh: -8%; USP1-UAF1 inh: -10%; RXFP1 ag: -0.9%; Vif-A3F inh: -3%; RGS4 inh: 0%; rTrxR1 inhibitor: 12%[57.1 µM]; ALOX12 inh: -15%; TrxR1 substrate: 7%[57.1 µM]; Vif-APOBEC3G blk: 2%

What do the screens show for `COc1cccc(/C=N/NC(=O)c2cnn(-c3ccccc3)c2N)c1`?
IDH1 R132H inh: 6%; USP1-UAF1 inh: -23%; RXFP1 ag: -2.7%; Vif-A3F inh: 6%; RGS4 inh: 4%; rTrxR1 inhibitor: 16%; ALOX12 inh: 154%[activator]; TrxR1 substrate: 0%; Vif-APOBEC3G blk: -29%

How did O=C(CCCOc1ccccc1)NCc1ccco1 do in these assays?
IDH1 R132H inh: -1%; USP1-UAF1 inh: -13%; RXFP1 ag: -0.3%; Vif-A3F inh: 3%; RGS4 inh: 30%; rTrxR1 inhibitor: 3%; ALOX12 inh: -3%; TrxR1 substrate: -5%; Vif-APOBEC3G blk: -6%

What do the screens show for `Cc1ccc(NC(=O)Cn2c(CCC(=O)O)ccc2-c2ccc(Cl)cc2)cc1`?
IDH1 R132H inh: -2%&-11%; USP1-UAF1 inh: -4%&-9%; RXFP1 ag: 0.2%&-0.2%; Vif-A3F inh: -1%&-4%; RGS4 inh: -40%&-14%; rTrxR1 inhibitor: -7%&-13%; ALOX12 inh: 81%&0%[activator]; TrxR1 substrate: -1%&5%; Vif-APOBEC3G blk: -8%&-9%

Results for CCOC(=O)c1ccc(-n2c(-c3ccco3)nc3ccccc3c2=O)cc1 ?
IDH1 R132H inh: 4%; USP1-UAF1 inh: -26%; RXFP1 ag: 3.8%; Vif-A3F inh: -2%; RGS4 inh: -21%; rTrxR1 inhibitor: -9%; ALOX12 inh: 0%; TrxR1 substrate: 2%; Vif-APOBEC3G blk: -8%

What do the screens show for `Cc1ccc(N2C(=O)C3CCCN3C2=S)cc1C` (stereo not given)?
IDH1 R132H inh: -1%; USP1-UAF1 inh: -15%; RXFP1 ag: 3.5%; Vif-A3F inh: 2%; RGS4 inh: -19%; rTrxR1 inhibitor: 10%; ALOX12 inh: 0%; TrxR1 substrate: 6%; Vif-APOBEC3G blk: 2%

Results for CC(=O)Nc1ccc(N=Cc2ccc(OCc3ccccc3)cc2)cc1 ?
IDH1 R132H inh: 3%; USP1-UAF1 inh: -14%; RXFP1 ag: -2.9%; Vif-A3F inh: -25%; RGS4 inh: -20%; rTrxR1 inhibitor: -15%; ALOX12 inh: -9%; TrxR1 substrate: -14%; Vif-APOBEC3G blk: 1%

Results for O=C(Cc1ccc2c(c1)OCCO2)N/N=C/c1ccco1 ?
IDH1 R132H inh: -2%; USP1-UAF1 inh: -15%; RXFP1 ag: 1.0%; Vif-A3F inh: 6%; RGS4 inh: 18%; rTrxR1 inhibitor: 14%; ALOX12 inh: 384%[activator]; TrxR1 substrate: 0%; Vif-APOBEC3G blk: 1%

What do the screens show for `CCN(CC)c1ccc(/C=C(/C#N)c2nc3ccc(C)cc3[nH]2)c(OC(C)C)c1`?
IDH1 R132H inh: -2%; USP1-UAF1 inh: 25µM*; RXFP1 ag: -1.1%; Vif-A3F inh: -2%; RGS4 inh: 8%; rTrxR1 inhibitor: 11%[57.1 µM]; ALOX12 inh: -4%; TrxR1 substrate: -1%[57.1 µM]; Vif-APOBEC3G blk: inconclusive

Results for CCCCC(=O)OCc1cc(=O)n2nc(C3CCCCC3)sc2n1 ?
IDH1 R132H inh: 0%; USP1-UAF1 inh: -4%; RXFP1 ag: -0.8%; Vif-A3F inh: 2%; RGS4 inh: -13%; rTrxR1 inhibitor: 10%[57.1 µM]; ALOX12 inh: -7%; TrxR1 substrate: -1%[57.1 µM]; Vif-APOBEC3G blk: -3%

What do the screens show for `CCN(CC)S(=O)(=O)c1ccc(O)c(C(=O)OCC(=O)N2CCCC2)c1`?
IDH1 R132H inh: 5%; USP1-UAF1 inh: -4%; RXFP1 ag: inconclusive; Vif-A3F inh: 2%; RGS4 inh: -18%; rTrxR1 inhibitor: -5%; ALOX12 inh: -1%; TrxR1 substrate: 9%[57.1 µM]; Vif-APOBEC3G blk: 1%

How did Cc1ccc(CNC(=O)c2cc3ccccc3oc2=O)cc1 do in these assays?
IDH1 R132H inh: 21%; USP1-UAF1 inh: -3%; Vif-A3F inh: 7%; RGS4 inh: 9%; rTrxR1 inhibitor: 5%; ALOX12 inh: 353%[activator]; TrxR1 substrate: 1%; Vif-APOBEC3G blk: 1%

What do the screens show for `COc1ccc(C(=O)C2CCCN(Cc3c[nH]c4ccccc34)C2)c(OC)c1` (stereo not given)?
IDH1 R132H inh: -9%; USP1-UAF1 inh: -11%; RXFP1 ag: -1.8%; Vif-A3F inh: -9%; RGS4 inh: 8%[11.4 µM]; rTrxR1 inhibitor: 1%; ALOX12 inh: -14%; TrxR1 substrate: -3%; Vif-APOBEC3G blk: 0%

Compound activity as filed in PubChem BioAssay.

Some of the compounds tested, so the mix of outcomes need not match the whole.
